ALDH1A1 block = qHTS Assay for Inhibitors of Aldehyde Dehydrogenase 1 (ALDH1A1); Potency, µM (series often up to 75.3 µM), without a hit: at the highest dose activity, negative = inhibition, actives largely listed as inhibitors; 220,000 compounds, 7.3% hits; Purified ALDH1A1, NADH fluorescence, propionaldehyde substrate; Aldehyde dehydrogenase 1A1 (Homo sapiens), P00352; active = well fitted inhibition curve with a large enough effect, not every such curve was filed as active; inconclusive = small, poorly fitted or top-dose-only effect, or another doubt; inactive = no such curve, though single readings can be large or run the other way;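 also: plate controls were no enzyme wells and a reference inhibitor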
Target sequence (P00352 whole entry, looked up): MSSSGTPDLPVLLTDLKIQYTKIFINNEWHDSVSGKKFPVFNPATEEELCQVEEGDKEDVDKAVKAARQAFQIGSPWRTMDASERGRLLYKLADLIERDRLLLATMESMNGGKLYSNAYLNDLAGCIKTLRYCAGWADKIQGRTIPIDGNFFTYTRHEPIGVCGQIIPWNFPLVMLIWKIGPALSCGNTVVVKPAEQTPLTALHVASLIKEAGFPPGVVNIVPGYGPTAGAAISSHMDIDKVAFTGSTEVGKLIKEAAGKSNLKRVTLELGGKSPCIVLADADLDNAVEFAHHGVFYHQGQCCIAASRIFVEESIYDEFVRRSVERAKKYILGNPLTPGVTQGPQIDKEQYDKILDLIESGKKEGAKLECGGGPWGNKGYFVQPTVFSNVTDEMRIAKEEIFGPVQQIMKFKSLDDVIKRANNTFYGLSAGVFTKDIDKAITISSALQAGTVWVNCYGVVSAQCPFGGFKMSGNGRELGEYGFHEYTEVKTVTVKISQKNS
Tau fluor counter = Counterscreen qHTS for Inhibitors of Tau Fibril Formation, Fluorescence Polarization | AID 1463, 2008 | Potency, µM (highest dose often 57.7 µM), without a hit: at the top dose activity change, negative = decrease | tau K18 P301L Alexa594 fluorescence, heparin fibrillization | 280,000 compounds, 0.93% hits; also: % is scaled to controls: 0 for no effect and ±100 for the full control effect; nearly all actives have a fitted effect of over 55% in size
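Human tau K18 P301L (15 uM unlabeled, 0.24 uM Alexa 594-labeled) in 100 mM sodium acetate pH 7 with 20 uM heparin, 6 hr at 37 C. ThT 30 uM added, 1 hr ambient; Alexa 594 FP and total fluorescence read at 555/632 nm.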
KDM4E inh = qHTS Assay for Inhibitors of Human Jumonji Domain Containing 2E (JMJD2E); Potency, µM (highest dose often 57.1 µM), without a hit: at the highest dose activity change, negative = inhibition, hits mostly inhibitors; Lysine-specific demethylase 4E (Homo sapiens), B2RXH2; JMJD2E catalytic domain, FDH-coupled NADH fluorescence (FDH is formaldehyde dehydrogenase); 230,000 compounds, 1.6% hits; active = well fitted inhibition curve with a large enough effect, not every such curve was filed as active; inconclusive = small, poorly fitted or top-dose-only effect, or another doubt; inactive = no such curve, though single readings can be large or run the other way;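 also: 0% = wells with enzyme and -100% = buffer wells without enzyme; nearly all actives have a fitted effect of over 50% in size; many of its hits are not listed in these tables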
Target sequence (B2RXH2 1-337 limits assumed): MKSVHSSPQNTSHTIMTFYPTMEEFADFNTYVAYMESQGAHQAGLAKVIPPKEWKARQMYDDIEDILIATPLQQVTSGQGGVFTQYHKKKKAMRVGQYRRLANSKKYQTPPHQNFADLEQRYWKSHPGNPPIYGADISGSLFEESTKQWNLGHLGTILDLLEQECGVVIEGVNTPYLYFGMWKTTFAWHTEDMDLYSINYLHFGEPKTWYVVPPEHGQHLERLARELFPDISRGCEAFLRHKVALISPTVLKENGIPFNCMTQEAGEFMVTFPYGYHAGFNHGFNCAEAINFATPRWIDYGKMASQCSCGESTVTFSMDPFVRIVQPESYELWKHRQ
HTT aggregate = qHTS Multiplex Assay to Identify Dual Action Probes in a Cell Model of Huntington: Aggregate Formation (GFP). Potency, µM (doses to about 46.1 µM), for inactives: at the highest dose activity change, negative = inhibition, most hits filed as inhibitors. 220,000 compounds, 1.1% hits. AID 1688, 2009. PC12 HttQ103-GFP aggregates, Acumen cytometry, 40 h; also: % is scaled to controls: 0 for no effect and ±100 for the full control effect; nearly all actives have a fitted effect of over 60% in size
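Aggregate formation scored by laser-scanning cytometer (488 excitation, 500–530 emission) in lysed PC12 cells expressing Q103-GFP after 100 nM tebufenozide induction; library tested in dose series, with ATPLite reagent added in the multiplex.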
Tau fibril FP = qHTS for Inhibitors of Tau Fibril Formation, Fluorescence Polarization. Microtubule-associated protein tau (Homo sapiens), P10636. K18 P301L tau heparin fibrillization, Alexa594 FP, 6 h. Potency, µM (highest dose often 57.7 µM), for inactives: at the top dose activity, negative = inhibition, most hits filed as inhibitors. 280,000 compounds, 0.39% hits. AID 1468, 2008; also: % is scaled to controls: 0 for no effect and ±100 for the full control effect; nearly all actives have a fitted effect of over 55% in size
Target sequence (P10636 561-689 P618L limits assumed): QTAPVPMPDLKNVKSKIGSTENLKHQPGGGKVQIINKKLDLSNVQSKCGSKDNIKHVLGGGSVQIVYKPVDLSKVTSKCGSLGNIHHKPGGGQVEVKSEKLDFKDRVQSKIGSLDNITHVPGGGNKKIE
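Read-out: fluorescence polarization of Alexa 594-labeled tau (0.24 uM), 555 nm excitation, 632 nm emission. Mixtures held 15 uM unlabeled K18 P301L, compound and 20 uM heparin, pH 7 acetate buffer, incubated 6 hr at 37 C.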
SMN2 splice enh = qHTS Assay for Enhancers of SMN2 Splice Variant Expression | AID 1458, 2008 | Potency, µM (top dose mostly 46.1 µM), without a hit: at the highest dose activity change, positive = activation, usual class: activators | HEK293 SMN2-luciferase splicing reporter, luminescence, 30-36 h | 210,000 compounds, 2.8% hits; also: % of control where 0% means no effect; nearly all actives have a fitted effect of over 55% in size
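HEK293 cells carry an SMN2 […]–luciferase reporter in which exon 7 inclusion puts luciferase in frame. Cells were plated 10-12 h before compound addition, then incubated 30-36 h at 37C. ONE-Glo luminescence was read; sodium butyrate at 4.5 mM final served as control.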
HTT cytoprotect = qHTS Multiplex Assay to Identify Dual Action Probes in a Cell Model of Huntington: Cytoprotection (ATP) | Potency, µM (titrated, usually from 56.4 µM), for inactives: cytoprotection (ATP increase), hits mostly activators | 230,000 compounds, 0.14% hits | PC12 HTT-Q103 induced, cytoprotection, ATP luminescence, 40 h;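 also: % of control where 0% means no effect; nearly all actives have a fitted effect of over 45% in size; toxic huntingtin expression switched on by the ecdysone agonist tebufenozide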
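Stable PC12 Q103-GFP cells in serum-supplemented, phenol red-free DMEM; induction by tebufenozide at 100 nM final; compound dose series; cell viability quantified luminescently from ATP.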
Tau ThT inhib = qHTS for Inhibitors of Tau Fibril Formation, Thioflavin T Binding; Microtubule-associated protein tau (Homo sapiens), P10636; recombinant tau K18 P301L, heparin-induced fibrillization, ThT fluorescence; Potency, µM (highest dose often 57.4 µM), inactives show at the highest dose activity, negative = inhibition, actives largely listed as inhibitors; 270,000 compounds, 2.1% hits; AID 1460, 2008; also: % is scaled to controls: 0 for no effect and ±100 for the full control effect; nearly all actives have a fitted effect of over 55% in size
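Using a mix of unlabeled (15 uM) and Alexa 594-labeled (0.24 uM) tau K18 P301L, heparin-triggered fibrillization over 6 hr at 37 C was scored by ThT fluorescence.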
* = called active by the depositor; ? = inconclusive; / = no result given; & = joins results of further samples; [ ] = another dose, or the depositor's remark. Unless noted, calls follow the shape of the dose curve; as a rule, active = well fitted curve in the direction sought with a large enough effect; inconclusive = small, poorly fitted or top-dose-only effect, or another doubt; inactive = no such curve, though single readings can be large; an effect the other way counts as inactive or inconclusive. Potency is read from the fitted curve at half-maximal effect.

SMILES	ALDH1A1 block	Tau fluor counter	KDM4E inh	HTT aggregate	Tau fibril FP	SMN2 splice enh	HTT cytoprotect	Tau ThT inhib
CCn1c(C)c(C(C)=O)c(N2CCC(C(N)=O)CC2)nc1=S	-1%	8%	9%	14%	2%	-2%	7%	11%
Cc1ccc(NC(=O)n2ccc(-c3ccc(-n4ccnc4)cc3)n2)cc1	-3%	-11%	0%	-15%	-4%	13µM*	-74%[inhibitor]	-6%
CCn1c(SCC(=O)Nc2ccccc2)nc2c1c(=O)n(C)c(=O)n2C	-2%	-2%	3%	-8%	-8%	8%	-23%[10 µM]	-9%
COc1cccc(CNS(=O)(=O)c2ccc(S(=O)(=O)N3CCCC3)cc2)c1	?	4%	-2%	-3%[9.22 µM]	10%	/	-1%[10 µM]	0%
CCCC(=O)N(Cc1cc2ccccc2[nH]c1=O)c1ccccc1OC	?	-11%	?	-7%[9.22 µM]	-2%	-8%	29%	-12%
COC(=O)CC1Oc2cc3oc4c5ccccc5oc(=O)c4c3cc2O1 (stereo unspecified)	?	-13%	?	/	-17%	-2%	11%	?
CN(C)CC#CCOC(c1ccccc1)c1ccccc1	-2%	-8%	-7%	-1%[9.22 µM]	1%	/	-2%[10 µM]	-10%
Cc1cc(NC(=O)CSc2nnc(COc3cccc(C)c3C)n2Cc2ccco2)no1	6%	7%	-8%	?	3%	-19%	-6%[1.9 µM]	13%
CCC(C)Sc1nnc(Cc2cc(=O)[nH]c(=O)[nH]2)n1-c1ccc(OC)cc1 (stereo unspecified)	-6%	7%	-7%	17%	13%	-3%	-12%	1%
CCOC(=O)c1cc(OCC(=O)NC(C)C(C)C)cc(C(=O)OCC)c1 (stereo unspecified)	-15%	-5%	4%	-14%	1%	13%	17%	-11%
CCOc1ccccc1NC(=O)N1CCC(c2nc3ccc(C)cc3[nH]2)CC1	2%	-3%	17%	-8%	0%	-19%	-14%	-9%
CCC(Cc1ccccc1)NC(=O)CCn1cccc1 (stereo unspecified)	-14%	-4%	2%	23%	2%	18%	-1%	-7%
Cn1c(C(=O)N2CCN(c3ccc([N+](=O)[O-])cc3)CC2)cc2c(=O)[nH]c3ccccc3c21	-3%	8%	1%	-16%	5%	-48%[inhibitor]	-16%[10 µM]	9%
COc1cccc2c1OC1(C)CC2N(C(=O)c2ccco2)C(=S)N1c1ccc(F)cc1 (stereo unspecified)	9%	-7%	10%	-19%	-5%	-11%	-16%	-5%
COc1cccc(CNC(=O)CCN2C(=S)NC(C)(C)CC2C)c1 (stereo unspecified)	-4%	2%	-3%	4%	?	-7%	22%	5%
O=C1Nc2ccccc2N2CCCC12 (stereo unspecified)	?	-21%	?	5%[9.22 µM]	-9%	/	8%[10 µM]	?
COCCCNC(=S)NNC(=O)c1csc2ccccc12	11%	-9%	8%	-16%	-4%	10%	13%[10 µM]	-10%
Nc1c(C(=O)N/N=C/c2ccc(F)cc2)oc2nc(-c3ccccc3)cc(-c3ccco3)c12	/	-25%	?	14%[9.22 µM]	4%	/	21%[10 µM]	?
Cc1nn(-c2ccccc2)c(N)c1N=Nc1cccnc1	-7%	-11%	5%	2%	-2%	13µM*	-11%[10 µM]	?
CCOC(=O)c1[nH]c2cc(OC)c(OC)cc2c1NC(=O)C(C)N1CCN(Cc2ccccc2)CC1 (stereo unspecified)	?	-18%	?	?	16%	10%	-47%[inhibitor]	-14%
CCn1c(SCC(=O)Nc2ccc3c(c2)c2ccccc2n3CC)nnc1-c1cnccn1	12%	?	11%	-23%	13%	-11%	-21%	?
CCc1ccc(CN(C)C(=O)c2cc(COc3c(F)cccc3F)on2)cc1	4%	-13%	-29%	/	3%	1%	/	-13%
O=C(Nc1ccc(Cl)cc1)c1ccsn1	6%	-9%	1%	14%	3%	25%	-32%	-4%
CCCC1=Nc2cc(C(=O)NCCc3ccc(OCC)cc3)ccc2Sc2ccccc21	/	-22%	/	/	-9%	-19%	/	-12%
COc1cccc(-c2nc(N3CCNCC3)c3ccccc3n2)c1	1%	0%	3%	/	3%	-10%	7%	8%
O=C(c1ccncc1)N(Cc1cc2ccccc2[nH]c1=O)C1CCCCC1	-12%	0%	-17%	-2%	3%	-26%	-24%[0.074 µM]	-8%
CCC(C#CCN1CCOCC1)(CC)OCCC#N	5%	2%	0%	-7%	2%	3%	1%	-2%
CCOC(=O)Cn1nc(Cc2ccccc2)c2ccccc2c1=O	-10%	3%	0%	6%	0%	-7%	-18%	5%
O=C(O)c1cnn2c(C(F)(F)F)cc(-c3ccco3)nc12	-11%	1%	?	0%	4%	/	-8%	-11%
Cc1cccc(NC(=O)c2ccc(S(=O)(=O)N(C)C)cc2)n1	-9%	-10%	-3%	-22%	-7%	-2%	-11%	-5%
Cc1ccc(C(=O)NCC(=O)OCc2csc(-c3ccccc3)n2)cc1	-1%	5%	-10%	-4%	2%	?	21%[10 µM]	9%
N#CC1C=Cc2ccccc2N1C(=O)c1ccccc1 (stereo unspecified)	/	-4%	-7%	-15%[9.22 µM]	1%	/	-3%[10 µM]	/
CCn1c(O)c(N=NC(=S)NCC2CCCO2)c2ccccc21 (stereo unspecified)	0.5µM*	-22%	12%	?	-1%	-26%	-62%[inhibitor]	?
O=C(N/N=C/c1ccc2c(c1)OCO2)C(=O)N1CCCC1	14%	0%	11%	-12%[9.22 µM]	3%	19%	-2%[10 µM]	-6%
COCCOn1c(SCCOC)nc2ccccc2c1=O	?	10%	-2%	-12%[9.22 µM]	5%	/	-7%[10 µM]	1%
CCOc1ccc(N(Cc2cc3cc(C)ccc3[nH]c2=O)C(=O)c2cccc(Cl)c2)cc1	/	-3%	/	/	1%	7%	/	-2%
N=C(N)c1ccc(Cl)cc1	4%	7%	9%	2%	-2%	2%	5%[10 µM]	5%
Cc1cccc(C#N)c1NC1=CC(=O)CC(C)(C)C1	7.9µM*	1%	?	-5%[9.22 µM]	0%	?	2%[0.074 µM]	5%
CCN(C(=O)c1cnc2scc(C)n2c1=O)c1ccccc1C	2%	1%	-6%	-15%	-2%	-8%	0%[10 µM]	0%
COc1ccc2nc(C)c3cc(C)oc3c2c1	-1%	7%	?	?	-4%	-13%	-10%	-5%
O=C(Nc1ccc(N2CCN(C(=O)c3cccs3)CC2)c(Cl)c1)c1ccco1	28µM*	?	2%	-26%	-2%	-1%	-1%[10 µM]	?
CCN(CC)S(=O)(=O)c1ccc2c(c1)C(=NO)c1cc(S(=O)(=O)N(CC)CC)ccc1-2	?	-27%	?	?	?	-92%[inhibitor]	-22%[10 µM]	3%
CCCCN1C(=S)SC(C)(C)C1/[N+]([O-])=C/c1cccnc1 (stereo unspecified)	11%	2%	0%	12%	-2%	1%	-1%	5%
Cc1cc(N(C)C)c(C#N)c(=O)[nH]1	1%	2%	0%	-12%	7%	18%	7%	-5%
CCOC(=O)c1cnc2c(C)cccc2c1NCCc1ccc(OC)c(OC)c1	?	-17%&-10%	?	?	-20%&-18%	-65%[inhibitor]	-90%[inhibitor][10 µM]	?
Cc1ccc(CC(=O)NC(C)CCc2ccccc2)cc1 (stereo unspecified)	-5%	-5%	-2%	12%	-3%	-15%	3%	2%
Cc1nc2ccccc2c2oc(C(=O)Nc3ccc4c(c3)OCCO4)cc12	64%[activator]	-29%	23%	17%	?	-13%	2%	-21%
CC(C)(C)OC(=O)CN1C(=O)C(Sc2n[nH]c(-c3ccccc3)n2)CCc2ccccc21 (stereo unspecified)	-13%	?	-15%	-5%	-14%	-40%[inhibitor]	-54%[inhibitor]	-16%
Cc1ccc(C2=NN(C(=O)c3cccs3)C(c3ccccc3O)C2)cc1 (stereo unspecified)	?	-6%	?	4%[9.22 µM]	-8%	-3%	7%[10 µM]	7%
Cc1cccc(C)c1OCc1nnc(SCC(=O)Nc2cccc(C(=O)N3CCOCC3)c2)n1C	5%	1%	3%	2%	11%	-28%	/	-3%
CCN(C1CCCCC1)S(=O)(=O)c1ccc(S(=O)(=O)NCCc2ccncc2)cc1	4%	-5%	3%	-3%	1%	4%	8%[10 µM]	2%
CCN(CCNC(=O)Cn1cc2c(n1)CCCC2)c1ccccc1	0%	-9%	8%	2%	3%	-6%	16%	-17%
Cc1cc(Nc2ccc(F)cc2)n2c(nc3ccccc32)c1C#N	/	-18%	/	/	-2%	-13%	/	-7%
COCCNc1nc(-c2cc(-c3ccccc3)on2)cc(C(C)C)n1	/	-14%	?	0%[9.22 µM]	-5%	/	9%[10 µM]	-3%
COc1ccc(C(=O)N/C(=C\c2cn(C)c3ccccc23)C(=O)OCC(C)C)cc1	?	2%	4%	9%	-5%	2%	6%[10 µM]	3%

Filtered by structure: the entries above containing a thiophene ring, fused or not (three)
SMILES	ALDH1A1 block	Tau fluor counter	KDM4E inh	HTT aggregate	Tau fibril FP	SMN2 splice enh	HTT cytoprotect	Tau ThT inhib
COCCCNC(=S)NNC(=O)c1csc2ccccc12	11%	-9%	8%	-16%	-4%	10%	13%[10 µM]	-10%
O=C(Nc1ccc(N2CCN(C(=O)c3cccs3)CC2)c(Cl)c1)c1ccco1	28µM*	?	2%	-26%	-2%	-1%	-1%[10 µM]	?
Cc1ccc(C2=NN(C(=O)c3cccs3)C(c3ccccc3O)C2)cc1 (stereo unspecified)	?	-6%	?	4%[9.22 µM]	-8%	-3%	7%[10 µM]	7%

Screening data from PubChem.

Some of the compounds tested. The share of hits here may be higher or lower than overall.
